AT treatment = candidate therapy for ataxia-telangiectasia; […] A-T fibroblasts, KAP-1 phosphorylation AlphaLISA; neocarzinostatin DNA damage 30 min before lysis; Potency, µM (series often up to 57.5 µM), inactives show at the top dose activation, hits mostly activators; 320,000 tested, 0.19% active; AID 485349; note: potency is the fitted concentration of half-maximal effect; % of control where 0% means no effect; nearly all actives have a fitted effect of over 45% in size
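ATM-like activity read as KAP-1 phosphorylation via AlphaLISA donor/acceptor antibody pairs after lysis and 6 hr at 25C. Cells were ATM-null patient fibroblasts ([…], hTERT), dosed 60 min, then exposed to the DSB inducer NCS for 30 min.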
GALK inhibitor = galactokinase (human) inhibition; Potency, µM (doses to about 57.5 µM), inactives show top-dose activity change, negative = inhibition, most hits filed as inhibitors; 270,000 tested, 0.007% active; Purified GALK, Kinase-Glo residual ATP luminescence; note: potency is the fitted concentration of half-maximal effect; % is set by controls: 0 for no effect and ±100 for the full control effect
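5 nM enzyme, 35 uM ATP, 100 uM galactose, 20 mM HEPES pH8.0, 5 mM MgCl2; 1 h RT; residual ATP by Kinase-Glo Plus luminescence, qHTS format.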
Coupling enz = coupling enzyme interference in Giardia aldolase counter-screen; coupling enzyme system counterscreen, AmpLite Red fluorescence; activity change, negative = inhibition, % at 58.2 µM, hits read low; 290,000 tested, 0.67% active; AID 2472; in the data active = activity change below about -30%; note: % is set by controls: 0 for no effect and ±100 for the full control effect
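Activity here indicates interference with the coupling reaction, not aldolase inhibition. Compounds at 57.5 uM final met coupling enzymes for 10 min at RT; substrate and AmpLite Red detection followed, with a 525/598 nm fluorescence read after 20 min.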
TSHR antagonist = human thyrotropin receptor antagonism. activity change, negative = inhibition, % at 11.5 µM. 330,000 tested, 0.2% active. TSHR-expressing cells, TSH-stimulated cAMP HTRF, 2 h; stronger effect = lower value;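 active = activity change below a set negative limit, meaning inhibition stronger than a set level, cut at about -70% in these data; inconclusive = activity change between two set negative limits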; note: % is set by controls: 0 for no effect and ±100 for the full control effect
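Inhibition of cAMP made by TSHR-expressing cells under TSH stimulation (4nM final, EC80; 2 h, 37 deg C) is quantified with a one-step lysis HTRF kit, anti-cAMP cryptate versus cAMP-d2.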
MLL CXXC-DNA inh = blocks binding of human MLL CXXC domain to DNA | MLL-CXXC / FITC-HOXA9 DNA fluorescence polarization | Potency, µM (doses to about 115 µM), for inactives: at the top dose activity change, negative = inhibition, actives largely listed as inhibitors | 290,000 tested, 0.037% active | AID 2662; active = well fitted inhibition curve with a large enough effect in the polarisation, with a control signal flat, not every such curve was filed as active; inconclusive = small, poorly fitted or top-dose-only effect, or effect the other way, or a change in a side signal; inactive = no such curve, though single readings can be large or run the other way; the % refers to the polarisation; note: potency is the fitted concentration of half-maximal effect
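Steps: dispense CXXC domain solution (7 uM) → pin compounds or unlabeled HOX-A9 DNA control → 5 min ambient → add FLSN-HOX-A9 solution (50 nM) → spin → 30 min ambient → fluorescence polarization. Tris pH 7.5/NaCl/DTT/BSA buffer.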
Tb PFK block = inhibitors of T. brucei phosphofructokinase | O15648 | Potency, µM (top dose mostly 57.5 µM), for inactives: at the highest dose activity, negative = inhibition, usual class: inhibitors | T. brucei PFK, ADP-Glo luminescence | 330,000 tested, 0.17% active;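 note: potency is the fitted concentration of half-maximal effect; 0% = uninhibited 1x PFK enzyme wells and -100% = no-enzyme wells; nearly all actives have a fitted effect of over 60% in size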
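Activity is normalized to no-enzyme wells (full inhibition) and 1.25 nM enzyme wells (no inhibition). Reaction: 0.5 mM F6P, 0.1 mM ATP, 45 min RT, ADP-Glo luminescence; concentration-response curves fitted and classed by quality.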
Giardia killer = Giardia lamblia killing | Giardia lamblia trophozoite viability | activity change, % at 7.66 µM, hits read low | 340,000 tested, 0.15% active; in the data active = activity change below about -80%; inconclusive = between about -30% and that limit;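 note: parasites exposed to compound for two days anaerobically before the ATP read; % is set by controls: 0 for no effect and ±100 for the full control effect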
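Killing of trophozoites was scored by loss of ATP luminescence after a 48 hrs anaerobic exposure to compounds at 37 deg C, using 100 cells per well.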
KCNH2 WT inh = blocks the wildtype human KCNH2 potassium channel | U2OS, BacMam KCNH2, thallium flux FluxOr; stronger effect = lower value | AID 720551 | 340,000 tested, 0.37% active | activity change, % at 1.84 µM;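 active = maximum activity change below -70%; inconclusive = maximum activity change between -70% and -50%; inactive = maximum activity change above -50%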; note: % is set by controls: 0 for no effect and ±100 for the full control effect
Target sequence (Q12809 whole entry, looked up): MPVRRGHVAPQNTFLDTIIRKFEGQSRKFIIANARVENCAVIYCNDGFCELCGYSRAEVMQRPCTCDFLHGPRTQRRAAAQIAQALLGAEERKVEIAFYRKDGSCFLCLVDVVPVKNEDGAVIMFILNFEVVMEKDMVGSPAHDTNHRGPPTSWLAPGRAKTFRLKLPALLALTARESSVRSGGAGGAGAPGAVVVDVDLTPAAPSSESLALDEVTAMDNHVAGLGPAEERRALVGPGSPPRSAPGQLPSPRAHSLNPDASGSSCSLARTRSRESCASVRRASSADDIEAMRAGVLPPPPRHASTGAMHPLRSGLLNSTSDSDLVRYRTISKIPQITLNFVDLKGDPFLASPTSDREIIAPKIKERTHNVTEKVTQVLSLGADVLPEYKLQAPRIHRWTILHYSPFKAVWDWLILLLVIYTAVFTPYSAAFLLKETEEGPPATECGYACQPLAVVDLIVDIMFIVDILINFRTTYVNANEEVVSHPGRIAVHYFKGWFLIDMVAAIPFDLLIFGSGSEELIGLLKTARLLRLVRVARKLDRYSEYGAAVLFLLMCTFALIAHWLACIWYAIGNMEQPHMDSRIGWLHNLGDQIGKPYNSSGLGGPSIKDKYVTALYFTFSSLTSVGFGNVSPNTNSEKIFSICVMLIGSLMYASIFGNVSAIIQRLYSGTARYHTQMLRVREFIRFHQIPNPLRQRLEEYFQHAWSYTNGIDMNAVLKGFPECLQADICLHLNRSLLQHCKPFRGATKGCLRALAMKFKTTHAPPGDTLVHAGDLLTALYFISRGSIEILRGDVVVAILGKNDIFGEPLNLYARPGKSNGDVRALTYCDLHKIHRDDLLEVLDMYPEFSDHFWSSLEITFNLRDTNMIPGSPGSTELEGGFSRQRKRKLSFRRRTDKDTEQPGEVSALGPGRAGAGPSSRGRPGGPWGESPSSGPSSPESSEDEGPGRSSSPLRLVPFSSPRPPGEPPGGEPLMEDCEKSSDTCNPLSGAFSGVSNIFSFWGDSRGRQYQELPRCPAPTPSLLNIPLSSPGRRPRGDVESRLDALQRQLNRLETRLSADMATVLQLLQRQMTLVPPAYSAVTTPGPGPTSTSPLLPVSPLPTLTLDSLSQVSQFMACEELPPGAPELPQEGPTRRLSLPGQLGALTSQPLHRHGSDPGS
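U2OS cells transduced with wild-type KCNH2 virus are loaded with FluxOr dye for 45 min, and thallium flux is measured in kinetic reads before and after stimulation buffer. Rate constants are normalized to DMSO controls.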
TCR activator = T cell receptor activation; primary human leukocytes, anti-CD3, IL-2 HTRF, 48 h; Potency, µM (doses to about 9.22 µM), without a hit: at the top dose activation of IL-2 secretion, usual class: activators; 330,000 tested, under 10 active; note: % of control where 0% means no effect
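Compounds are tested in HTS on primary human leukocytes co-incubated with a-CD3 beads for 48 hr. IL-2 output is measured by time-resolved FRET.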
BCR signal inh = chronic active BCR signaling inhibition | ABC-DLBCL IkBa-CBG/CBR reporter, luminescence ratio, 4 h | Potency, µM (highest dose often 46.1 µM), without a hit: at the highest dose ratio change, negative = lower green/red ratio, most hits filed as inhibitors | AID 493014 | 340,000 tested, 0.05% active; active = well fitted inhibition curve with a large enough effect in the signal ratio, with a control signal flat, not every such curve was filed as active; inconclusive = small, poorly fitted or top-dose-only effect, or effect the other way, or a change in a side signal; the % refers to the signal ratio;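 note: potency is the fitted concentration of half-maximal effect; plate controls were basal doxycycline-induced cells for no effect and cells given 10 µM MG132 for full effect; MG132 reads +100%, hits lower the ratio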
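TMD8 ABC-DLBCL cells carrying doxycycline-inducible green luciferase fused to IkappaBalpha plus unfused red luciferase were exposed to compounds (up to 46 uM) for 4 hrs at 37C. Activity came from the overlap-corrected green/red luminescence ratio.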
* marks the source's active call; other numbers are inactive results; ? = inconclusive; . = no result given; [ ] = remark or other dose. Unless noted, calls come from the whole dose curve; as a rule, active = well fitted curve in the direction sought with a large enough effect; inconclusive = small, poorly fitted or top-dose-only effect, or another doubt; inactive = no such curve, though single readings can be large; an effect the other way counts as inactive or inconclusive.

SMILES	AT treatment	GALK inhibitor	Coupling enz	TSHR antagonist	MLL CXXC-DNA inh	Tb PFK block	Giardia killer	KCNH2 WT inh	TCR activator	BCR signal inh
CCOc1ccc(-c2c(C(=O)N/N=C/c3ccoc3)nnn2-c2nonc2N)cc1	5%	6%	5	32	7%	-5%	-1	-12	-2%	1%
CCc1nc(NCc2ccco2)c2oc3ccccc3c2n1	-3%	0%	1	-18	-9%	1%	-4	6	2%	?
CC(C(=O)Nc1ccccc1)N(C)CCOc1ccc(Br)cc1 (stereo not drawn)	14%	-1%	0	2	-6%	-2%	-9	17	.	-18%
Cc1ccc(S(=O)(=O)NC(=O)Nc2ccc(F)c(F)c2)cc1	11%	7%	-3	25	7%	-4%	-19	10	1%	-16%
O=C(COC(=O)Cc1c(F)cccc1Cl)Nc1nnc(-c2ccccc2)o1	-1%	.	.	-6	.	-1%	15	-8	0%	-18%
O=C(O)CCc1nn2c3ccccc3n(CC(=O)c3ccccc3)c2nc1=O	.	1%	-1	-4	-9%	3%	5	-3	.	3%
CC(C)(C)C1CCC2(CC1)CC(=O)c1ccccc1O2 (stereo not drawn)	?	-2%	1	-8	-6%	1%	-6	-1	1%	1%
O=C(/C=C/c1ccccc1)NCC(=O)N/N=C\c1cccnc1	4%	1%	5	2	19%	4%	3	.	1%[46.1 µM]	?
COc1ccc(CCNC(=O)C2CCN(S(C)(=O)=O)CC2)cc1OC	-2%	1%	3	23	16%	2%	-9	0	0%	3%
Cc1cc(C(=O)OCC(=O)NC2CC2)c2ccccc2n1	2%	.	.	20	.	5%	9	-9	-2%	6%
CN1C(=O)/C(=N\OC(=O)c2cccc3ccccc23)c2ccccc21	0%	1%	-8	-9	137%[activator]	1%	2	15	-4%	23%
CN(C)c1ccc(C2CC(=O)OC3=C2C(=O)CC(C)(C)C3)cc1 (stereo not drawn)	0%	10%	-3	3	-5%	0%	-20	-19	-2%	1%
O=C(NCC(=O)N(c1cccnc1)C(C(=O)NC1CCCC1)c1ccc(F)cc1)c1ccco1 (stereo not drawn)	4%	1%	4	0	6%	4%	.	.	.	?
COc1cccc(NC(=O)CN(C2=NC3CS(=O)(=O)CC3S2)c2cccc(C)c2)c1 (stereo not drawn)	-7%	.	1	-10	.	-1%	10	-1	-3%	?
Cc1ccc(-c2c3c(=O)n(C)c(=O)n(C)c3cn2N2CCOCC2)cc1	-3%	2%	5	-7	-2%	16%	-1	-2	-2%	-27%
CC12CCC(C(=O)N(CC3CO3)C1=O)C2(C)C (stereo not drawn)	-4%	2%	4	7	-9%	6%	-19	2	-1%	16%
O=C(OCC(=O)N1N=C(c2ccc(Cl)cc2)CC1c1ccco1)c1ccco1 (stereo not drawn)	1%	-6%	2	-6	-5%	3%	-5	-16	9%	-7%
N#C/C(=C\c1ccc(O)c(O)c1)C(=O)N1CCCC1	-17%	8%	-6	22	?	-23%	23	-3	-3%	-1%
COC(=O)c1ccc(Oc2ccc(S(=O)(=O)N3CCCCC3)cc2N)cc1	10%	5%	-1	-10	?	-2%	3	3	7%	?
Cc1cc(-c2ccccc2)n(-c2ccc(C(=O)N3CCN(c4ncccn4)CC3)cc2)n1	3%	3%	1	-4	-3%	-9%	23	3	-13%	?
CCN1/C(=C/c2ccc3cccc(C)c3[n+]2CC)Sc2ccccc21	-3%	-4%	5	-22	?	1%	-11	-1	12%	?
CCCOc1nc2c(c(=O)n(C)c(=O)n2C)n1C	3%	0%	-3	11	2%	1%	12	7	0%	?
CCOC(=O)c1snc(C(=O)NC2CCCCC2)c1N	10%	-4%	0	-17	12%	2%	11	-1	-8%	?
CCOC(=O)C1=C(C)NC(C)=C(C(=O)OCCNC(=O)c2cccnc2)C1c1cccc([N+](=O)[O-])c1 (stereo not drawn)	-2%	2%	1	5	2%	5%	21	6	-6%[46.1 µM]	-16%
COC(=O)[C@]1(Cc2ccccc2)N[C@H](CN(C)C(=O)C2CCCCC2)[C@@H]2C(=O)N(Cc3ccccc3)C(=O)[C@@H]21	4%	.	.	-7	.	0%	7	-5	0%	1%

Structures from the list above that have an aryl methoxy group, in the order listed:
SMILES	AT treatment	GALK inhibitor	Coupling enz	TSHR antagonist	MLL CXXC-DNA inh	Tb PFK block	Giardia killer	KCNH2 WT inh	TCR activator	BCR signal inh
COc1ccc(CCNC(=O)C2CCN(S(C)(=O)=O)CC2)cc1OC	-2%	1%	3	23	16%	2%	-9	0	0%	3%
COc1cccc(NC(=O)CN(C2=NC3CS(=O)(=O)CC3S2)c2cccc(C)c2)c1 (stereo not drawn)	-7%	.	1	-10	.	-1%	10	-1	-3%	?

(more compounds)
SMILES	AT treatment	GALK inhibitor	Coupling enz	TSHR antagonist	MLL CXXC-DNA inh	Tb PFK block	Giardia killer	KCNH2 WT inh	TCR activator	BCR signal inh
COc1ccc(-c2noc(CCC(=O)N3CCN(Cc4ccccc4)CC3)n2)cc1	.	5%	0	4	-12%	0%	2	26	11%	2%
CC1CCCCN1S(=O)(=O)c1ccc([N+](=O)[O-])cc1 (stereo not drawn)	-1%	8%	0	15	-1%	-4%	27	-14	-6%	0%
CCOc1c(N2CC(C)OC(C)C2)c(=O)c1=O (stereo not drawn)	-9%	4%	3	8	-2%	1%	12	4	-1%	-6%
CC1(C(=O)OCC(=O)Nc2ccc(S(=O)(=O)N3CCOCC3)cc2)CC1(Cl)Cl (stereo not drawn)	3%	.	.	-10	.	4%	-6	-17	4%	1%
Cc1ccc(C(=O)NCCN2CCOCC2)cc1S(=O)(=O)N1CCCCC1	9%	-4%	.	1	-5%	-3%	-15	-5	1%	-9%
O=C(c1ccc(S(=O)(=O)NCc2ccco2)cc1)N1CCN(Cc2ccc3c(c2)OCO3)CC1	3%	-2%	-1	-12	0%	-3%	-14	17	0%	-1%
Cc1cc(NC(=O)CCCn2cnc([N+](=O)[O-])n2)no1	-1%	9%	0	-6	8%	1%	-22	-6	0%	1%
CCCSc1nc2ccccc2n1CC(=O)O	2%	0%	3	0	-1%	1%	-8	-7	-1%	-9%
CCCCN(CCCNC(=O)C1CCN(S(=O)(=O)N2CCOCC2)CC1)Cc1ccccc1	4%	0%	4	7	-7%	3%	-7	20	-6%	-2%
O=C(C1CCC(CNc2nc(=S)[nH]c3ccccc23)CC1)N1CCN(c2ccc(F)cc2)CC1 (stereo not drawn)	-2%	-4%	0	-4	0%	-6%	6	1	-1%	-3%
CCn1c(N2CCN(C(=S)Nc3ccc(OC)cc3)CC2)nc2ccccc21	3%	0%	-11	-14	11%	2%	-5	.	-2%	-5%
COc1cc(OC)cc(C(=O)Nc2cccc(-c3ccc4nncn4n3)c2)c1	1%	-2%	-2	-6	4%	0%	.	.	.	1%
O=C(Cc1n[nH]c(=O)c2ccccc12)NCc1ccc(Cl)cc1	-1%	.	3	0	-13%	-5%	13	0	-2%	6%
Cc1ccc(N2CCN(C(=O)c3nn(C)c4c3CS(=O)(=O)c3ccccc3-4)CC2C)cc1 (stereo not drawn)	-10%	2%	0	-7	-1%	0%	8	12	5%	7%
Cc1nc(COC(=O)c2cc(O)c3ccccc3c2O)cs1	13%	12%	-25	2	-5%	-5%	-20	11	3%	?
Cc1ccc(OCC(=O)Nc2ccncc2)cc1	5%	0%	2	2	0%	0%	10	0	19%	1%
CC(=O)n1cc([C@H]2C=C(C(=O)N3CCN(Cc4ccccc4)CC3)O[C@@H](OCCCCO)C2)c2ccccc21	-7%	-4%	-5	1	22%	5%	18	3	0%	-3%
O=C1OCCC1Sc1nc2ccccc2c(=O)n1-c1ccc(F)cc1 (stereo not drawn)	-3%	-3%	0	14	9%	-17%	6	4	-1%	?
CCCC(=O)Nc1c(-c2ccc(C)cc2)c(=O)c2ccccc2n1C	-11%	-2%	1	-2	35%[activator]	3%	20	4	4%	?
CCCn1c(SCC(=O)Nc2nnc(C)s2)nnc1C1CC1	10%	-8%	.	-26	44%[activator]	3%	31[activator]	-8	-1%	10%
CCC(=O)N1c2ccc(S(=O)(=O)N3CCN(c4ccccc4Cl)CC3)cc2CC1C (stereo not drawn)	-5%	-6%	.	-18	5%	3%	11	4	6%	1%
COc1ccc2nc3ccccc3nc2c1N	?	0%	-6	-23	11%	-4%	-4	-6	6%	?
COCC1CCCCN1C(=O)C1CCN(c2nc(-c3ccccc3)nc3c2CCC3)CC1 (stereo not drawn)	-3%	-3%	.	-40	-3%	-1%	-6	20	-3%	?
O=C(NCc1cccc(Cl)c1)c1ccc2c(c1)OCCO2	-10%	4%	-2	7	-2%	24µM*	-4	-24	.	-8%
Cc1cccc(N2N=C(C(=O)N3CC(=O)Nc4ccccc43)CCC2=O)c1	-1%	4%	-2	4	-5%	-1%	2	9	1%	2%
O=C(CCCOc1ccccc1)Nc1ncccn1	-5%	-1%	2	16	2%	0%	0	1	-1%[46.1 µM]	-1%
CC(C)=CC(=O)OCC(=O)Nc1nc(C)c(Cl)cc1Cl	6%	2%	1	-16	-6%	3%	11	-1	.	1%
O=C(CNc1cccc(Cl)c1)c1ccc(Cl)cc1	0%	2%	3	2	0%	-16%	-6	-2	-7%	-5%

High-throughput results: PubChem, National Center for Advancing Translational Sciences (NCATS)
